# Screening results from PubChem.
# ATXN2 expr inh: Primary qHTS for Inhibitors of ATXN expression; HEK-293 ATXN2-luciferase reporter, luminescence, 24 h; Potency, µM (doses to about 57 µM), for the others: at the highest dose activity change, negative = inhibition, most hits filed as inhibitors; 0.72% of 360,000 active; further: potency means the concentration at half of the fitted maximal effect; on the % scale 0 is the no-effect control and ±100 the full control effect; nearly all actives have a fitted effect of over 55% in size
#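 ATXN2-luciferase reporter cells (luciferase flanked by upstream and downstream ATXN2 gene portions) were treated 24 h at 37 °C with compounds at up to 57 uM. SteadyGlo luminescence gave expression; GF-AFC fluorescence gave viability.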
# SW480 rereplic: A quantitative high throughput screen for small molecules that induce DNA re-replication in SW480 colon adenocarcinoma cells; 1.8% of 340,000 active; SW480 DNA re-replication, Hoechst DNA content imaging, 48 h; AID 624297, 2012; Potency, µM (top dose mostly 46.1 µM), for the others: at the top dose re-replication activation, actives largely listed as activators; further: potency means the concentration at half of the fitted maximal effect; % of control where 0% means no effect; nearly all actives have a fitted effect of over 55% in size
#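 Per well, 250 cells were exposed to pinned compound for 48 hr. Nuclear DNA was visualised with Hoechst (40 min, 37 C) and total object intensity recorded by fluorescence scanning.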
# KB-V1 MDR tox: qHTS assay for MDR1-selective chemotherapeutics: Primary screen using the drug-selected MDR subline cells KB-V1; AID 1347076, 2019; KB-V1 MDR cells viability, CellTiter-Glo, 72 h; 3.4% of 400,000 active; Potency, µM (top dose mostly 46.1 µM), without a hit: at the highest dose activity change, negative = cytotoxicity, most hits filed as cytotoxic; further: potency means the concentration at half of the fitted maximal effect; on the % scale 0 is the no-effect control and ±100 the full control effect; nearly all actives have a fitted effect of over 60% in size
#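 Cells of the MDR subline KB-V1 are plated, dosed with compound at multiple concentrations, and incubated 72 h at 37 degrees C; CellTiter-Glo is then added and luminescence read after 10 min.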
# ATXN viability: Viability Counterscreen for Primary qHTS for Inhibitors of ATXN expression; S2 cells (HEK-293 line with an ATXN2-luciferase reporter) viability, CellTiter-Fluor protease fluorescence, 24 h; Potency, µM (titrated, usually from 56.7 µM), usual class: cytotoxic; 0.49% of 400,000 active; AID 651635, 2014; further: potency means the concentration at half of the fitted maximal effect; nearly all actives have a fitted effect of over 40% in size
# HT1080-NT tox: qHTS for induction of synthetic lethality in tumor cells producing 2HG: qHTS for the HT-1080-NT fibrosarcoma cell line; HT-1080-NT fibrosarcoma viability, CellTiter-Glo ATP luminescence, 48 h; Potency, µM (highest dose often 46.1 µM), for the others: top-dose activity, negative = less viability, usual class: cytotoxic; 1.6% of 360,000 active; AID 686970, 2013;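 further: NT is the 2HG producing partner of a matched IDH1 knockdown line; potency means the concentration at half of the fitted maximal effect; 0% = DMSO-treated cells and -100% = media-only wells without cells; nearly all actives have a fitted effect of over 55% in size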
#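 A 48-hour cytotoxicity screen used HT-1080-NT cells plated 2 hours before compound delivery. ATP-based CellTiter-Glo luminescence measured viability, normalized to DMSO and no-cell controls.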
# MCF10A rereplic: A quantitative high throughput screen for small molecules that induce DNA re-replication in MCF 10a normal breast cells; MCF 10A DNA re-replication, Hoechst nuclear intensity, 48 h; AID 624296, 2012; 2.9% of 350,000 active; Potency, µM (titrated, usually from 46.1 µM), for the others: top-dose activity, positive = re-replication, hits mostly activators; further: potency means the concentration at half of the fitted maximal effect; % of control where 0% means no effect; nearly all actives have a fitted effect of over 50% in size
# KB-3-1 tox: qHTS assay for MDR1-selective chemotherapeutics: Primary screen using the parental adenocarcinoma cell KB-3-1 | KB-3-1 viability, CellTiter-Glo ATP luminescence, 72 h | Potency, µM (titrated, usually from 46.1 µM), for inactives: at the top dose activity change, negative = cytotoxic, actives largely listed as cytotoxic | 1.4% of 400,000 active; further: potency means the concentration at half of the fitted maximal effect; on the % scale 0 is the no-effect control and ±100 the full control effect; nearly all actives have a fitted effect of over 60% in size
#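 Cytotoxicity measured as CellTiter-Glo luminescence after 72 h at 37 C. Compound titrations were pinned onto drug-naive KB-3-1 parental adenocarcinoma cells grown in DMEM with 10% FBS, and normalized data fitted to concentration-response curves.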
# IL1B secr inh: qHTS for Inhibitors of Inflammasome Signaling: IL-1-beta AlphaLISA Primary Screen | 4.7% of 360,000 active | AID 743279, 2014 | THP-1 LPS/ATP IL-1B secretion, AlphaLISA, 16 h; hits give low values | activity change, % at 57.5 µM; in the data active means activity change below about -50%; inconclusive means mostly about -30% to -49%; further: on the % scale 0 is the no-effect control and ±100 the full control effect
#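 THP-1 cells pretreated 1 hr with compounds (up to 57.5 uM final), then stimulated with LPS (250 ng/mL final) plus ATP (1.25 mM final); secreted IL-1B measured by AlphaLISA after 16 hr, decreased signal indicating inhibition.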
# HT1080 IDH1KD tx: qHTS for induction of synthetic lethality in tumor cells producing 2HG: qHTS for the HT-1080-IDH1KD cell line; HT-1080 IDH1 knockdown viability, ATP luminescence, 48 h; 2% of 360,000 active; Potency, µM (highest dose often 46.1 µM), for inactives: top-dose activity, negative = toxicity, most hits filed as cytotoxic;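 further: potency means the concentration at half of the fitted maximal effect; 0% = DMSO wells and -100% = cell-free medium wells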
#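 IDH1KD HT-1080 cells, 750/well, RPMI + 5% FBS; compound pinned after 2 h settling; 48 h, 37 °C; CellTiter-Glo luminescence; % activity normalised to DMSO and no-cell wells; curves fitted, classed by r2 and efficacy.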
# * marks the source's active call; other numbers are inactive results; i = inactive; u = inconclusive; x = not tested or not shown; [ ] = dose if it differs, or a comment. Unless noted, the call rests on the fitted dose curve; in most records, active means well fitted curve in the direction sought with a large enough effect; inconclusive means small, poorly fitted or top-dose-only effect, or another doubt; inactive means no such curve, though single readings can be large; an effect the other way counts as inactive or inconclusive.
SMILES,ATXN2 expr inh,SW480 rereplic,KB-V1 MDR tox,ATXN viability,HT1080-NT tox,MCF10A rereplic,KB-3-1 tox,IL1B secr inh,HT1080 IDH1KD tx
CCOC(=O)/C=C1/SCC(=O)N1CC(=O)Nc1cccc(F)c1,6%,1%,6%,i,0%,-4%,15%,-13,1%
COc1ccc(NC(=O)CN(C)C(=O)c2cc(C)on2)cc1,1%,u,1%,i,15%,-6%,14%,19,12%
CCOc1ccc(S(=O)(=O)NCCC(=O)Nc2cccc(C(=O)OC)c2)cc1,9%,-1%,u,i,-3%,-1%,-7%,-74*,-7%
CN(C(=O)CSc1nc2ncccc2o1)c1ccc(F)cc1,38%,x,1%,i,x,x,1%,x,x
O=C(c1ccc(CS(=O)(=O)c2ccc(Br)cc2)o1)N1CCCC1,-4%,0%,-3%,i,12%,3%,6%,6,5%
COc1ccc(CN2CCN(C(=O)C3CCC(CNS(=O)(=O)c4ccc(C)cc4)CC3)CC2)c(OC)c1OC (stereo unspecified),-27%,4%,u,i,-11%,15%,-20%,-12,-2%
CC(C)(C)NC(=O)NCc1ccco1,-9%,-8%,-1%,i,0%,0%,20%,12,12%
COc1ccc(CNC(=O)C(OC(=O)c2ccco2)c2ccccc2)cc1 (stereo unspecified),11%,-4%,-11%,i,9%,-7%,9%,7,18%
CC(C)Oc1ccc(C(CC(=O)O)n2cnnn2)cc1 (stereo unspecified),10%,-10%,u,i,4%,u,4%,30,16%
COc1cc(NC(=O)CSc2c3c(nc4ccccc24)CCC3)cc(OC)c1OC,1%,46%,15µM*,i,-12%,0%,-1%,-60*,-9%
CC(C)(C)C(=O)Nc1ccc(-c2cnco2)cc1,8%,0%,12%,i,6%,-2%,25%,12,14%
NC(=O)C1(N2CCCCC2)CCN(c2nc(-c3ccccc3)cs2)CC1,u,3%,-25%,u,-20%,7%,0%,-8,-28%
Cc1ccc([C@@H]2[C@@H]3C(=O)N(C)C(=O)[C@@H]3[C@]3(C)C(=O)N(CC4CC4)CC(=O)N23)o1,-7%,0%,-2%,i,-13%,-30%,0%,7,-3%
O=C(CNC(=O)c1ccccc1Cl)N/N=C/C=C/c1ccccc1,-19%,-6%,1%,i,2%,u,23%,-10,-12%
COc1cc(NC(=O)c2ccccc2[N+](=O)[O-])ccc1NC(=O)C(C)C,3%,-5%,-2%,i,26%,-3%,3%,2,22%
O=C(NCC1CC1)C1Cc2c(-c3ccc4c(c3)OCO4)ccnc2O1 (stereo unspecified),0%,x,u,i,-11%,x,-5%,0,-17%
CCO/C=C1/C(=O)N(CC)c2ccccc21,-3%,-2%[9.22 µM],-4%,i,-2%,-9%,15%,23,-4%
Cc1ccc(OCc2nc3ccccc3n2Cc2ccccc2Cl)cc1,-18%,x,-8%,i,x,x,0%,x,x
COc1cccc(Nc2ncccc2C(=O)NCc2ccccc2)c1,-3%,10%,-14%,i,0%,8%,-1%,19,-2%
c1ccc(C(c2ccccc2)N2CCN(C(c3ccccn3)c3nnnn3C3CCCC3)CC2)cc1 (stereo unspecified),-19%,-4%,-3%,i,3%,-2%,-4%,-7,7%
CC[N+](CC)(CC)C/C=C/CN1CCCCC1,-3%,u,-11%,i,-2%,-14%,0%,49,-4%
CCC1(C2=CCCCC2)C(=O)NC(=O)N=C1N (stereo unspecified),6%,-7%,12%,i,28%,-11%,21%,25,28%
COc1cccc(/C=N/c2oc(-c3ccccc3)cc2C#N)c1O,12%,0%,-4%,i,-1%,6%,3%,-17,1%
O=C1/C(=C/c2cccs2)CCC1C1CCCC1 (stereo unspecified),25%,0%,19%,i,10%,3%,2%,-5,11%
O=C(CSc1nc2nn(-c3ccccc3)c(=O)c-2c2n1CCCCC2)Nc1ccc(F)cc1F,-1%,4%,19%,i,-7%,5%,25%,-56*,1%
Cc1cc(C(C)(C)C)ccc1NC(=O)CC(C)(C)CC(=O)O,59%[activator],5%,-12%,i,20%,3%,2%,x,13%
COC(=O)c1sccc1NC(=O)CSc1ccccc1N,-5%,-54%[inhibitor],14%,i,-6%,u,-8%,15,-4%
CCCn1c(N)c(C(=O)CSc2nnc(-c3cccs3)n2C2CC2)c(=O)[nH]c1=O,-11%,-13%,x,i,-12%,4%,x,-12,-3%
COc1cccc(C(C(=O)NC2CCCCC2)N(C(=O)Cc2cccs2)c2ccc(-n3cnnn3)c(OC)c2)c1 (stereo unspecified),10%,u,u,i,10%,20%,23%,-13,-8%
O=C(c1ccc(-c2ccccc2)cc1)N1CCN(c2ncccn2)CC1,1%,-4%,-1%,i,-9%,13%,-1%,-6,-4%
N#C/C(=C\c1c(Cl)cccc1Cl)c1nn(-c2ccccc2)c(-n2cccc2)c1C#N,-28%,-7%,23%,i,u,16µM*,17%,-29,-5%
Cc1ccccc1NC(=O)CN1CCC(NC(=O)Nc2ccccc2)CC1,-9%,12%,-1%,i,-5%,2%,-7%,21,7%
CCOC(=O)/C(C#N)=C/c1c(N2CCN(C)CC2)nc2c(C)cccn2c1=O,3%,-30%,-4%,u,-3%,0%,3%,-14,-3%
COc1cccc(CNc2nc3cc(-c4ccc(F)cc4)sc3c(=O)n2C)c1OC,-6%,x,-7%,i,-13%,x,0%,-16,u
O=C(Nc1ccc(F)cc1)c1ccc(NC(=O)C2CCCO2)cc1 (stereo unspecified),18%,-7%,u,i,15%,-3%,-1%,-5,8%
Cc1cccc(NS(=O)(=O)c2ccc(-c3cnc(C4CC4)o3)cc2)c1,x,u,u,i,5.2µM*,u,1.5µM*,20,u
Cc1ccc(S(=O)(=O)Nc2cccc(-c3ccc(N4CCCCCC4)nn3)c2)c(C)c1,20%,-23%,-2%,i,-15%,11%,16%,14,-8%
COc1ccccc1N=Cc1nc(-c2ccccc2)oc1OC(C)=O,-6%,2%,-3%,u,-15%,1%,6%,37,-5%
CN(C(=S)Oc1ccc(C(=O)Nc2ccccc2)cc1)c1ccccc1,-6%,u,2.9µM*,i,-18%,17%,u,-18,-24%
CCOc1ccccc1N1CC(c2nc3ccccc3n2CCCCOc2cc(C)ccc2C)CC1=O (stereo unspecified),-9%,x,-3%,i,x,x,-4%,x,x
CN(Cc1ccco1)S(=O)(=O)c1ccc(CN2C(=O)c3cccnc3C2=O)s1,4%,-8%,-6%,i,2%,-2%,3%,13,3%
COC(=O)Nc1ccc(S(=O)(=O)Nc2ccccc2F)cc1,-1%,-1%,12%,i,1%,1%,11%,7,4%
COC(=O)c1cc(-c2ccc(S(=O)(=O)N3CCCC(C)C3)cc2)c(C(F)(F)F)s1 (stereo unspecified),-3%,-3%,15%,i,5%,20%,-9%,0,3%
C[C@H](CO)N1C[C@H](C)[C@@H](CN(C)Cc2cccnc2)OCc2cnnn2CCCC1=O,1%,x,-9%,i,-2%,x,-6%,26,2%
COc1ccc(S(=O)(=O)NCC2CCCN(C(=O)C3CCCC3)C2)cc1 (stereo unspecified),-32%,-11%,-14%,i,-4%,u,1%,-5,-2%
CCOC(=O)C1(Cc2ccccc2)CCN(CC2CC=CCC2)CC1 (stereo unspecified),3%,-3%,u,i,-13%,6%,0%,28,-9%
Cc1cc(=O)oc2c(C)c3occc3cc12,1%,1%,-17%,i,1%,-3%,-4%,u,-5%
CC(C)C[C@@H]1CN=C(N)N1C[C@@H]1CCCN1C[C@H](C)N1C[C@@H](Cc2ccccc2)N(CCCC2CCCC2)C1=N,-1%,7%[9.22 µM],-4%,i,1%,-57%,-4%,0,1%

# Four structures already listed, sorted by formula weight, descending:
SMILES,ATXN2 expr inh,SW480 rereplic,KB-V1 MDR tox,ATXN viability,HT1080-NT tox,MCF10A rereplic,KB-3-1 tox,IL1B secr inh,HT1080 IDH1KD tx
Cc1cccc(NS(=O)(=O)c2ccc(-c3cnc(C4CC4)o3)cc2)c1,x,u,u,i,5.2µM*,u,1.5µM*,20,u
O=C(CNC(=O)c1ccccc1Cl)N/N=C/C=C/c1ccccc1,-19%,-6%,1%,i,2%,u,23%,-10,-12%
COc1cccc(Nc2ncccc2C(=O)NCc2ccccc2)c1,-3%,10%,-14%,i,0%,8%,-1%,19,-2%
CCO/C=C1/C(=O)N(CC)c2ccccc21,-3%,-2%[9.22 µM],-4%,i,-2%,-9%,15%,23,-4%

# Further results
SMILES,ATXN2 expr inh,SW480 rereplic,KB-V1 MDR tox,ATXN viability,HT1080-NT tox,MCF10A rereplic,KB-3-1 tox,IL1B secr inh,HT1080 IDH1KD tx
Cc1ccc2c(CC(=O)NCc3cccs3)coc2c1,41%[activator],9%,u,i,-3%,0%,-20%,22,-18%
Cc1cc2c(cc1S(=O)(=O)NCCc1ccccc1)NC(=O)CO2,-13%,-59%[inhibitor],0%,i,-2%,-2%,-19%,-20,-2%
CCN(CCO)Cc1cc(=O)oc2c(C)c(C)ccc12,15%,-6%,-11%,i,-1%,-8%,-15%,2,-28%
CCC(C)NS(=O)(=O)c1ccc(OC)c(Cl)c1Cl (stereo unspecified),-9%,-9%,0%,i,-3%,-2%,16%,-11,0%
CCN1CCN(C(C)CCc2ccccc2)CC1 (stereo unspecified),-16%,-1%,-21%,i,12%,u,-6%,6,9%
CCCCCCCCC(=O)N/N=C/c1ccccn1,-24%,-8%,-29%,i,u,4%,-14%,23,0%
CCOC(=O)C1(CCCc2ccccc2)CCN(C(=O)Cn2nc(C)nc2C)CC1,-30%,5%,-1%,i,0%,1%,-10%,22,-6%
